Assay outcomes: PubChem, several laboratories
Salmonella PhoP GFP: inhibitors of PhoP regulon expression, primary screen, Salmonella Typhimurium, GFP reporter (AID 1863). one-dose inhibition, % at 50 µM; IC50 in µM for titrated hits. S. Typhimurium PhoP-regulated promoter GFP reporter, 4 h; higher % means a stronger effect. actives 0.16% (n = 300,000);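 active = inhibition over 29.93%, a cutoff 3 SD above the screen mean, later confirmed by dose response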;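 note: 0% = low Mg2+ inducing control and 100% = high Mg2+ repressing control; strong numbers were not always called active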
Myeloid diff MLP: induction of myeloid progenitor differentiation, primary screen, cell-based, flow cytometry, MLPCN library. AID 624256, 2012. calls only at 10 µM. actives 1% (n = 360,000). ER-HoxA9 myeloid progenitors, lysozyme-GFP differentiation;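 active = normalized GFP-positive differentiation at or above the plate's own cutoff, the solvent-only control mean plus 3 SD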;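 note: cells exposed to compound for four days before flow analysis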
Myeloid diff MLP GFP+ MAC1+ %: second read-out of Myeloid diff MLP, no call of its own (marks repeat the call); GFP+ MAC1+ double positive, %; measured here: differentiation confirmed by MAC1 staining
An asterisk follows results filed as active; i = inactive; + = active, no number. The list is partial. The share of hits here may be higher or lower than overall.

Sample of the layout (2 entries):
canonical_smiles | Salmonella PhoP GFP | Myeloid diff MLP | Myeloid diff MLP GFP+ MAC1+ %
CCOc1ccc(CCNC(=O)COC(=O)CCc2cc(OC)c(OC)c(OC)c2)cc1OCC | 0.6% | i | 0.8
Cc1cccc(C(=O)NCC(=O)NCC(c2ccco2)N2CCCCC2)c1 (stereo not given) | 10.6% | i | 0.8

This part in full, previewed entries included:
canonical_smiles | Salmonella PhoP GFP | Myeloid diff MLP | Myeloid diff MLP GFP+ MAC1+ %
CCOc1ccc(CCNC(=O)COC(=O)CCc2cc(OC)c(OC)c(OC)c2)cc1OCC | 0.6% | i | 0.8
Cc1cccc(C(=O)NCC(=O)NCC(c2ccco2)N2CCCCC2)c1 (stereo not given) | 10.6% | i | 0.8
Cc1ccccc1NC(=O)CSc1nnc(-c2ccco2)n1N | -4.3% | i | 0.8
CSCCC(NC(=O)c1ccc(Cl)c([N+](=O)[O-])c1)C(=O)N1CCN(C/C=C/c2ccccc2)CC1 (stereo not given) | -1.2% | i | 0.8
COc1cc2[nH]c3c(c2cc1OC)CCN1CCCC[C@@H]31 | -1.7% | i | 2.5
COc1ccccc1NC(=O)C(=O)NCC(c1ccco1)N1CCc2ccccc2C1 (stereo not given) | -5.4% | i | 0.4
CC(C)CCOc1ccc(C(=O)NN2C(=O)NC3(CCCCC3)C2=O)cc1 | -4.4% | i | 0.5
O=C(Nc1ncccc1O)c1cc2ccccc2o1 | 0.6% | i | 0.8
CC(C)CN(C(=O)COC(=O)Cc1cccc2ccccc12)c1c(N)n(Cc2ccccc2)c(=O)[nH]c1=O | -7.0% | i | 0.4
COC/C=C/C1=CC2=CC(=O)C(C)(OC(=O)c3cnc4ccccc4n3)C(=O)C2=CN1Cc1ccco1 (stereo not given) | 11.4% | i | 1.0
O=C(Nc1ccccc1N1CCCC1)C1CCN(C(=O)c2ccc(F)cc2)CC1 | -3.9% | i | 1.3
CCN(CC)c1ccc(S(=O)(=O)N2CCOCC2)cc1NC(=O)CSc1nnc(N)s1 | -5.3% | i | 0.7
COCOc1cc(O)c(C(=O)/C=C/c2ccc(OCOC)c(OCOC)c2)c(OCOC)c1 | -0.3% | i | 4.6
COc1cc(OC)cc(C(=O)Nc2cccc(-c3ccc(N4CCOCC4)nn3)c2)c1 | -5.6% | i | 1.0
COc1ccc2oc(C(=O)OCC(=O)Nc3ccc(N4CCOCC4)cc3)c(C)c2c1 | -9.4% | i | 0.1
O=C(NCCN1CCOCC1)c1ccc(NS(=O)(=O)c2cccc([N+](=O)[O-])c2)cc1 | 8.4% | i | 1.0
O=C(NNC(=O)c1ccc(Cl)s1)c1csc(N2CCOCC2)n1 | -7.2% | i | 0.8
CN(CC(=O)Nc1cccc(F)c1)C(=O)c1cc(-c2cccs2)nn1-c1ccccc1 | 4.1% | i | 1.7
Cc1ccc(NC(=O)CSCC(=O)NNC(=O)c2ccoc2C)cc1 | 8.7% | i | 0.4
Cn1c(=NC(=O)CCS(=O)(=O)c2ccccc2)sc2cc(F)ccc21 | 0.9% | i | 0.5
C#CCCOC(=O)N1C2=NC(C(=O)OC)=C(C(=O)OC)[C@@H]3N(C)c4ccc(OC)cc4[C@]23C[C@H]1C(=O)OC | -10.0% | i | 2.0
COc1c(O)c(=O)n2c3ccccc3c3ccnc1c32 | -8.4% | i | 2.4
COc1ccc(C)cc1S(=O)(=O)Nc1cc2c3c(c1)CCC(=O)N3CCC2 | 3.0% | i | 0.7
COc1cccc(NC(=O)CN(C)C(=O)c2ccc(COc3ccccc3)cc2)c1 | -4.5% | i | 1.7
CCCCn1c(N)c(N(CCOC)C(=O)c2cc(-c3ccccc3Cl)nc3ccccc23)c(=O)[nH]c1=O | -2.5% | i | 0.2
CSCCC(NC(=O)c1cccc(C)c1)C(=O)OCN1C(=O)c2ccccc2C1=O (stereo not given) | 0.9% | i | 1.4
Cc1ccc(C(=O)OCN2C(=O)c3ccccc3C2=O)cc1S(=O)(=O)N1CCOCC1 | -3.0% | i | 1.1
O=C(CN1C(=O)NC2(CCCCCC2)C1=O)c1ccc(OC(F)F)cc1OC(F)F | 1.1% | i | 0.3
CCCCN(C(=O)CSCC(=O)Nc1ccc(OC)cc1)c1c(N)n(CCC)c(=O)[nH]c1=O | -5.7% | i | 0.3
OCC[C@H]1C[C@H](O)[C@@H](O)[C@]2(CCc3ccccc3O2)O1 | 6.3% | i | 0.9
CCN(CC)S(=O)(=O)c1ccc(N2CCN(C)CC2)c(NC(=O)COc2ccc(F)cc2Cl)c1 | -5.9% | i | 1.2
Cc1ccc(NC(=O)c2ccc3c(=O)n4c(nc3c2)CCCCC4)nc1 | -6.4% | i | 0.8
COc1ccc(NS(=O)(=O)c2cccc(C(=O)NCC(c3ccc(OC)cc3)N3CCCC3)c2)cc1 (stereo not given) | -5.9% | i | 0.5
COc1ccccc1C(=O)NC(=O)CSc1nnc(SC)s1 | -2.9% | i | 0.8
O=[N+]([O-])c1ccccc1S(=O)(=O)Nc1cccc(-c2ccc(N3CCOCC3)nn2)c1 | 8.5% | i | 0.3
Cc1n[nH]c(=O)c2c(NC(=O)CSc3c(Cl)cccc3Cl)oc(C)c12 | -5.7% | i | 0.7
COC(=O)C[C@H]1c2cc(C(F)(F)F)ccc2S(=O)(=O)N1C1CCCCC1 | -10.2% | i | 0.6
COc1ccc(NS(=O)(=O)c2cccc(C(=O)NNC(=O)c3cccc(NC(C)=O)c3)c2)cc1 | -0.9% | i | 0.6
COc1ccc2oc(C(=O)OCC(=O)N3CCN(c4ccccc4)CC3)c(C)c2c1 | -6.7% | i | 0.4
O=C(COC(=O)/C=C/c1ccc(C(F)(F)F)cc1)NC1CCS(=O)(=O)C1 (stereo not given) | 4.0% | i | 0.3
CCc1noc(C)c1C(=O)Nc1nc2ccc(OC)cc2s1 | 13.5% | i | 1.3
O=C(COC(=O)CNC(=O)c1ccc(Cl)cc1Cl)NCC1CCCO1 (stereo not given) | 5.1% | i | 0.7
COc1cc2c(cc1OC)CN(C(=O)CCNS(=O)(=O)c1ccc(Br)cc1)CC2 | 3.8% | i | 0.5
COc1ccc(S(=O)(=O)N2CCOC23CCN(S(=O)(=O)c2c(C)cc(C)cc2C)CC3)cc1 | 4.5% | i | 0.5
Cc1nc2ccccc2c(=O)n1-c1ccc(NS(=O)(=O)c2ccccc2)cc1 | -0.1% | i | 1.4
C[C@H](O)C(=O)C1=Nc2c(nc(N)[nH]c2=O)NC1 | -12.3% | i | 1.1
CN(c1ccccc1)S(=O)(=O)c1cccc(C(=O)NCCCN2CCCC2=O)c1 | 10.1% | i | 1.3
CC(CC(=O)N(C)c1c(N)n(Cc2ccccc2)c(=O)[nH]c1=O)c1ccccc1 (stereo not given) | -0.3% | i | 2.1
CC1CCN(C(=O)COc2ccc(S(=O)(=O)N3CCOCC3)cc2)CC1 | -10.1% | i | 0.9
Cc1ccccc1OCCC(=O)OCC(=O)NC1CCCC1 | 3.9% | i | 0.6
Cc1ccc(C(=O)NC2CC(=O)N(c3ccc4c(c3)OCCO4)C2)cc1[N+](=O)[O-] (stereo not given) | -5.2% | i | 1.4
O=C(NCC(c1ccc(F)cc1)N1CCOCC1)c1ccco1 (stereo not given) | -6.4% | i | 1.4
Cc1cc(C)n2nc(C(=O)NCC(=O)Nc3ccc(F)c(F)c3)nc2n1 | 3.8% | i | 0.7
Cc1ccc(OCCNC(=O)c2ccc(NC(=O)CC3SC(N4CCCC4)=NC3=O)cc2)cc1 (stereo not given) | 4.6% | i | 0.6
COc1cccc(CNC(=O)c2ccc(C)c(S(=O)(=O)N3CCCCC3)c2)c1 | -4.9% | i | 0.7
CC1CN(S(=O)(=O)c2cccc(C(=O)NCCC3=CCCCC3)c2)CC(C)O1 (stereo not given) | -5.9% | i | 0.8
COc1ccccc1NC(=O)Nc1nc(CC(=O)N2CCN(c3ccccc3)CC2)cs1 | -1.2% | i | 0.4
Cc1ccc(C(=O)OCC(=O)NCc2ccco2)cc1S(=O)(=O)N1CCOCC1 | -6.1% | i | 0.6
CCCCn1c(N)c(N(Cc2ccccc2OC)C(=O)COc2ccccc2OC)c(=O)[nH]c1=O | -7.4% | i | 0.3
COc1ccc(N(C)S(=O)(=O)c2cccc(C(=O)NCC(c3cccs3)N(C)C)c2)cc1 (stereo not given) | 7.2% | i | 0.3

Reprinted at random: two entries already listed
canonical_smiles | Salmonella PhoP GFP | Myeloid diff MLP | Myeloid diff MLP GFP+ MAC1+ %
Cc1ccc(C(=O)OCC(=O)NCc2ccco2)cc1S(=O)(=O)N1CCOCC1 | -6.1% | i | 0.6
Cc1ccc(C(=O)NC2CC(=O)N(c3ccc4c(c3)OCCO4)C2)cc1[N+](=O)[O-] (stereo not given) | -5.2% | i | 1.4

Later entries.
canonical_smiles | Salmonella PhoP GFP | Myeloid diff MLP | Myeloid diff MLP GFP+ MAC1+ %
CN(C)C(CNC(=O)c1ccc(S(=O)(=O)Nc2ccccc2)cc1)c1ccco1 (stereo not given) | 11.5% | i | 0.9
Cc1ccc(-c2cc(C(=O)NCCCN3CCOCC3)c3ccccc3n2)cc1 | -4.2% | i | 1.0
CCCCN(C(=O)/C=C/c1ccc(OC)cc1)C1CCS(=O)(=O)C1 (stereo not given) | -3.4% | i | 0.5
Cc1csc(NC(=O)CSC2=NS(=O)(=O)c3ccccc3N2)n1 | 1.4% | i | 0.7
Cc1cc(C)c(C)c(SCC(=O)Nc2oc(C)c3c(C)n[nH]c(=O)c23)c1C | -8.5% | i | 1.2
Cc1cc(SCC(=O)NCC(c2cccs2)N2CCOCC2)c(C)cc1Br (stereo not given) | -6.5% | i | 0.7
CCOC(=O)C(C)N1CC(=O)N(c2ccccc2)C1=O (stereo not given) | -8.0% | i | 0.7
O=C(NCCc1ccccc1)C(=O)NCC1CCCN1S(=O)(=O)c1ccccc1 (stereo not given) | 0.2% | + | 4.8*
CCCCn1c(N)c(N(CCOC)C(=O)c2ccc(-c3ccccc3)cc2)c(=O)[nH]c1=O | -16.7% | i | 1.1
Cc1cccc([C@@H]2[C@@H]3C(=O)N(Cc4ccccc4)C(=O)[C@@H]3[C@]3(Cc4ccccc4)C(=O)N(c4ccccc4)C(=O)N23)c1 | 1.0% | i | 0.8
O=S1OC(c2ccccc2)c2cc(Cl)ccc21 (stereo not given) | 10.6% | i | 1.3
CC(=O)Nc1ccc(NC(=O)C(C)OC(=O)c2oc3ccccc3c2C)cc1 (stereo not given) | 4.5% | i | 1.3
CC[C@@]12C(=O)N(c3ccccc3)C(=O)N1[C@H](c1ccc(Br)cc1)[C@@H]1C(=O)N(C(C)(C)C)C(=O)[C@@H]12 | -3.5% | i | 1.1
COc1ccc(CCNC(=O)CSc2nc(=O)n3cccc(C)c3n2)cc1OC | 3.7% | i | 0.5
Cc1ccc(S(=O)(=O)N2CCCCC2CCNC(=O)C(=O)NCc2cccnc2)cc1 (stereo not given) | -3.1% | + | 2.8*
COc1cc([C@@H]2CC=C(C(=O)O)[C@H](c3ccc(Cl)cc3)N2S(=O)(=O)c2ccc(C)cc2)cc(OC)c1OC | 12.2% | i | 3.4
CS(=O)(=O)c1ccccc1-c1nnc(NC(=O)COc2ccc(Cl)cc2)o1 | -8.9% | i | 0.4
CCOC(=O)c1oc2ccccc2c1COC(=O)CNC(=O)c1cc(OC)c(OC)c(OC)c1 | 0.5% | i | 1.8
Cc1nn(-c2ccccc2)c(Cl)c1C(=O)OCC(=O)N(C)c1c(N)n(Cc2ccccc2)c(=O)[nH]c1=O | 6.7% | i | 1.2
Cc1ccc(C)c(COc2coc(CN3CCN(C(=O)c4ccco4)CC3)cc2=O)c1 | -2.5% | i | 0.8
O=C(c1cc(-c2cccs2)nn1-c1ccccc1)N1CCN(S(=O)(=O)c2ccccc2)CC1 | 5.8% | i | 0.5
Cc1csc(=O)n1CCC(=O)OCC(=O)c1ccc(Br)cc1 | -0.9% | i | 1.1
CC(C)CCC[C@@H](C)[C@H]1CC[C@H]2[C@@H]3C(=O)C=C4C[C@@H](O)CC[C@]4(C)[C@H]3CC[C@]12C | -0.1% | i | 3.4
Cc1nc(-c2ccc(Cl)cc2)sc1C1(C)CC(c2ccc(Cl)cc2)=NO1 (stereo not given) | -3.8% | i | 1.2
O=C(Nc1ccc(F)c(F)c1)c1ccccc1 | -5.5% | i | 2.1
COc1cc2c(cc1OC)CN(C(=O)c1cc(S(=O)(=O)N3CCOCC3)ccc1C)CC2 | -7.0% | i | 1.1
CC(C)CN(C(=O)COC(=O)c1ccccc1NCc1ccco1)c1c(N)n(Cc2ccccc2)c(=O)[nH]c1=O | -7.0% | i | 0.6
COc1ccc2nc(N3CCN(C(=O)c4ccc([N+](=O)[O-])o4)CC3)sc2c1 | -5.4% | + | 7.3*
CCN1C(=O)[C@H]2[C@@H](c3ccc(-c4ccc(F)cc4)cc3)N[C@@](Cc3ccccc3)(C(=O)OC)[C@H]2C1=O | -5.7% | i | 1.3
CN(C(=O)Cc1csc(-c2ccccc2)n1)c1c(N)n(Cc2ccccc2)c(=O)[nH]c1=O | -2.5% | i | 0.8
Nc1ncnc2c1nc(Br)n2[C@@H]1O[C@@H]2COP(=O)(O)O[C@H]2[C@H]1O | -8.5% | i | 2.5
c1ccc(Nc2ccccc2)cc1 | 7.8% | i | 0.6
CC(=O)Nc1ccc(NC(=O)C(C)Sc2nc3nc(C)cc(C)n3n2)cc1 (stereo not given) | 0.6% | i | 1.3
O=C(COC(=O)c1cc(=O)[nH]c2ccccc12)Nc1ccc(Cl)cn1 | 8.5% | i | 0.9
c1ccc(-c2nc(C3CCCCC3)c3sccc3n2)cc1 | -5.8% | i | 0.8
CC(C)C[C@H]1CN=C(N(C)C)N1CCCCc1ccccc1 | 4.4% | i | 3.2
